# High-throughput results deposited in PubChem by several laboratories.
# MsrA act – activators of bovine methionine sulfoxide reductase A; purified bovine MsrA, absorbance read-out; activation, % at 10.6 µM; actives 0.3% (n = 360,000); AID 602163; in the data active = activation above about 7.5%;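 note: 0% = vehicle and 100% = reference activator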
# LMPTP inh – LMPTP (human) inhibition; inhibition, % at 20 µM; P24666; actives 0.22% (n = 360,000); recombinant LMPTP-A, OMFP fluorogenic substrate, fluorescence intensity;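 active = compounds that cut the enzyme signal by at least half of the control window in the single-dose screen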;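 note: plate controls were DMSO wells with enzyme plus substrate for no effect and substrate without enzyme for full effect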
#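 material = LMPTP-A | quantity = 0.625 nM enzyme | reagent = OMFP substrate, 400 µM final | buffer or medium = Bis-Tris pH 6.0, DTT, detergent | detection = endpoint fluorescence intensity from OMFP dephosphorylation | dosing = single 20 µM dose | read-out basis = % inhibition relative to no-enzyme and uninhibited control wells | control set = no-enzyme and uninhibited controls | timing = 50 min at room temperature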
# NRP1-CendR mod – NRP-1/CendR interaction modulation; FAM-RPARPAR peptide binding to NRP-1, fluorescence polarization; inhibition, % at 25 µM; actives 0.85% (n = 360,000);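 active = inhibition or corrected inhibition above about 18%, plus a signal ratio from 0.5 to 1.5, limit read from the data, passing the limit was not always enough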; note: strong numbers were not always called active
# Target sequence (O14786 whole entry, looked up): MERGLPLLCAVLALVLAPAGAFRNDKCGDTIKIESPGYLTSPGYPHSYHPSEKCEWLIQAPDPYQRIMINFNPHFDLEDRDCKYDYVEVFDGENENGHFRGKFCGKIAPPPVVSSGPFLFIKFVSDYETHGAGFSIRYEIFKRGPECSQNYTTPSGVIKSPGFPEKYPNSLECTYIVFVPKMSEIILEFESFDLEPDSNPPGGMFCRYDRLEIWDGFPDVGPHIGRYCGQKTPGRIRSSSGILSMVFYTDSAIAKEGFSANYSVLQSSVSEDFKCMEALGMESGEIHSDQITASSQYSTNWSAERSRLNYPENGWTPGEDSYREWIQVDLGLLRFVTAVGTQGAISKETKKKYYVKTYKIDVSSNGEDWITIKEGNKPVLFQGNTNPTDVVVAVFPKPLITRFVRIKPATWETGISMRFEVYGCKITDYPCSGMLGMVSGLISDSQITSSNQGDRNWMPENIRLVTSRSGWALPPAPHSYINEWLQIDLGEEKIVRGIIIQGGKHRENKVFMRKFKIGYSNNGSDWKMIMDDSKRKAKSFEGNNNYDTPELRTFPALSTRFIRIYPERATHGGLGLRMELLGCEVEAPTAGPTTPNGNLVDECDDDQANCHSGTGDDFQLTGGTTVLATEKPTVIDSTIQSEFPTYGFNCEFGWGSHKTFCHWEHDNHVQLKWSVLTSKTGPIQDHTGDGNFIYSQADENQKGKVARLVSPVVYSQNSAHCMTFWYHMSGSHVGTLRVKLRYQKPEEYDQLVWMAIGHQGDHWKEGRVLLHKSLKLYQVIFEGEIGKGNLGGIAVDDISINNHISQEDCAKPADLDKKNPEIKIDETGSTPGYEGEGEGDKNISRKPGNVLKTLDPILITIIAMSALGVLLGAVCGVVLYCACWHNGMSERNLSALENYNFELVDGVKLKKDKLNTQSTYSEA
# MsrA inh – inhibitors of bovine MsrA | purified bovine MsrA, absorbance read-out | inhibition, % at 15.5 µM | actives 0.75% (n = 360,000); in the data active = inhibition above about 4.5%;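 note: 0% = vehicle wells with enzyme and 100% = reference inhibitor wells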
# STEP inh – blocks human striatal-enriched tyrosine phosphatase. P54829. recombinant STEP, OMFP fluorogenic substrate, fluorescence. inhibition, % at 20 µM. actives 0.25% (n = 360,000). AID 588621;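 active = inhibition at 20 µM, scaled per plate between control wells, above about 37%, limit read from the data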;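 note: 0% = DMSO with enzyme and substrate and 100% = substrate only without enzyme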
#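 Also added – OMFP at 25 µM · Test system – STEP tyrosine phosphatase · Technique – FITC-channel fluorescence of OMFP product · Schedule – 20 min at room temperature, dark · Evaluation – control-normalized % inhibition with plate pattern correction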
# Scp1 inh – Scp-1 (human) phosphatase inhibition. inhibition, % at 20 µM. actives 0.88% (n = 340,000). Q9GZU7. Recombinant Scp1, phosphopeptide, malachite green phosphate absorbance;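 active = inhibition above about 50% at 20 µM, limit read from the data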;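 note: plate controls were DMSO wells with enzyme for no effect and wells lacking enzyme for full effect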
# Target sequence (Q9GZU7 76-261 limits assumed): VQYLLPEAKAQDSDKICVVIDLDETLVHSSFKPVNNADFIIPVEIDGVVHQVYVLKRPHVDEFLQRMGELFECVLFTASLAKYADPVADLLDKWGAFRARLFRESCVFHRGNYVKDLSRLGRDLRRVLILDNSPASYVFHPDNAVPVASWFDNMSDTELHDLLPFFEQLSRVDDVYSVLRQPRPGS
#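 Material: truncated SCP-1 phosphatase (76-261aa) / Buffer or medium: 50 mM Tris acetate pH 5.5, 0.005% Tween-20, 10 mM MgCl2 / Compound dosing: one concentration, 20 µM, with 1.0% DMSO / Incubation: 45 min room-temperature reaction, 5 min colour, 30 min stabiliser / Detection: colorimetric free-phosphate detection, absorbance 630 nm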
# DNMT1 block – blocks human DNA methyltransferase DNMT1. actives 0.83% (n = 360,000). inhibition (reported as % activation of signal), % at 10 µM. DNMT1 molecular beacon, Hinp1I cleavage, fluorescence; in the data active = inhibition above about 50%
# SUMO1-SIM PPI – SUMO1-SIM interaction modulation | inhibition, % at 20 µM | P63165 | SUMO1 binding to a labelled peptide, TR-FRET, 1 h | actives 0.33% (n = 360,000); in the data active = inhibition above about 37%
# E coli Lon inh – E. coli protease La inhibition. actives 0.42% (n = 360,000). P0A9M0. AID 602123. inhibition, % at 7.94 µM. purified E. coli Lon protease, fluorescence polarization; in the data active = inhibition above about 13%, passing the limit was not always enough;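 note: 0% = enzyme with probe and DMSO and 100% = no enzyme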
# TbMetRS inhib – Trypanosoma brucei MetRS inhibition; actives 0.4% (n = 360,000); purified T. brucei MetRS, ATP depletion, Kinase-Glo luminescence; AID 624268; inhibition, % at 11.9 µM;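 active = inhibition above a per-plate cutoff of the control wells' mean inhibition plus 3 SD, cut at about 5.5% in these data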;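 note: 0% = DMSO wells median and 100% = median of wells with control inhibitor compound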
#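 System: purified T. brucei MetRS enzyme / Detection: Kinase-Glo luciferase luminescence reporting remaining unconsumed ATP / Medium: HEPES buffer with MgCl2, KCl, DTT, spermine, BSA, pyrophosphatase / Replication: singlicate, one well per compound / Evaluation: percent inhibition relative to median high and low control wells / Schedule: 2 h aminoacylation at 25 °C after 15 min preincubation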
# * = called active by the depositor; nt = not tested or not shown. Hits appear at their usual frequency; overall some 4.3% were active at least once.
# Keys – A = MsrA act; B = LMPTP inh; C = NRP1-CendR mod; D = MsrA inh; E = STEP inh; F = Scp1 inh; G = DNMT1 block; H = SUMO1-SIM PPI; I = E coli Lon inh; J = TbMetRS inhib
Cc1cccc(CNC(=O)C2CCC(=O)N(CC3CCCCC3)C2)c1 (stereo not drawn)
  A: -1	B: -0.5	C: 0	D: -1.3	E: 1	F: nt	G: 7	H: 3	I: -20	J: 0.2

CCCC(C(=O)c1ccccc1)n1cncn1 (stereo not drawn)
  A: -3	B: 0.6	C: 5	D: -0.2	E: 0	F: -2	G: 2	H: -3	I: 5	J: -1.2

CN(CC(=O)Nc1cccc(F)c1)C(=O)c1ccc(COc2ccccc2)o1
  A: -7	B: 0.5	C: 3	D: -0.1	E: 0	F: -6	G: -1	H: -2	I: 2	J: -0.6

CC(=O)Nc1ccc(S(=O)(=O)Nn2cnnc2)cc1
  A: -2	B: -0.3	C: -25	D: -1.4	E: -2	F: -1	G: 3	H: -2	I: 13	J: -0.1

CCS(=O)(=O)N1CCN(C(=O)c2cccnc2)CC1
  A: -2	B: -1.9	C: 7	D: 1.0	E: -19	F: -5	G: 1	H: 4	I: 6	J: 0.7

COc1ccc2c(c1)nc(N)n2Cc1ccccc1
  A: -6	B: 0.0	C: -9	D: 3.0	E: 0	F: 3	G: 2	H: 1	I: -1	J: -1.1

Cc1ccc(-c2nnc(N3CCN(C(=O)COc4ccccc4)CC3)c3ccccc23)cc1
  A: -9	B: -0.2	C: 3	D: 0.0	E: 2	F: 4	G: -7	H: -8	I: 2	J: 0.1

COc1ccc(-c2ccc(C(=S)N3CCN(C(C)=O)CC3)o2)cc1
  A: -3	B: -0.6	C: -8	D: -0.2	E: 24	F: 1	G: -18	H: -10	I: -12	J: 0.1

CC(=O)c1sc(Nc2ccc(C)cc2)nc1C
  A: -2	B: -1.5	C: -12	D: 1.7	E: -1	F: -4	G: 0	H: -5	I: -3	J: -0.1

NC(c1csc(Nc2nccc(C(F)(F)F)n2)n1)C1CCCCC1 (stereo not drawn)
  A: -2	B: -2.4	C: -2	D: -0.6	E: -1	F: nt	G: -1	H: -5	I: -6	J: -0.1

CCCN(CCC)S(=O)(=O)c1ccc(C(=O)Nc2ccc(OCC(=O)N3CCOCC3)cc2)cc1
  A: 1	B: -1.4	C: -9	D: 0.4	E: -2	F: -7	G: 2	H: -3	I: -5	J: -0.7

Cc1ccc(NC(=O)[C@H](C)NC(=O)C2CCN(C(=O)[C@@H](N)CC(C)C)CC2)cc1
  A: 1	B: -1.8	C: 6	D: 1.0	E: 1	F: -8	G: -1	H: -1	I: -3	J: 0.0

CCOCCn1c(SCc2ccc(F)cc2)nc2c1c(=O)[nH]c(=O)n2C
  A: 0	B: -2.5	C: 17	D: 1.2	E: 2	F: -5	G: 1	H: 0	I: -1	J: -0.6

CCOc1cc(NC(=S)NCCCN2CCOCC2)c(OCC)cc1NC(=O)c1cccc(C)c1
  A: -2	B: -3.4	C: 3	D: 0.0	E: -1	F: 1	G: 4	H: -2	I: -2	J: 0.2

COc1ccccc1NC(=O)CSc1nnc(-c2ccoc2C)n1CCc1ccccc1
  A: -2	B: 0.7	C: -1	D: -1.4	E: 0	F: -2	G: -3	H: -1	I: -10	J: -0.6

Cc1cccc(CN2CCCC(C(=O)Nc3ccc(-c4cscn4)cc3)C2)c1 (stereo not drawn)
  A: 0	B: 0.5	C: 13	D: 0.6	E: -1	F: -10	G: -2	H: -1	I: 3	J: 1.6

O=C(CSc1nc(-c2ccccc2)cc(C(F)(F)F)n1)NCCN1CCOCC1
  A: -5	B: -2.7	C: 21	D: 1.3	E: -3	F: 1	G: 2	H: -1	I: 7	J: -1.0

O=C(NCc1ccc(F)cc1)C1CCN(S(=O)(=O)N2CCOCC2)CC1
  A: -4	B: -0.6	C: 12	D: -0.7	E: 0	F: -5	G: 0	H: 1	I: -4	J: -0.8

CCOC(=O)CNc1ncc([N+](=O)[O-])cc1C#N
  A: -3	B: -1.8	C: 7	D: 4.0	E: -3	F: 2	G: -1	H: -14	I: -8	J: -0.5

O=C(O)CCSCCC(=O)O
  A: -2	B: -1.7	C: 5	D: 0.4	E: 2	F: 0	G: 2	H: 0	I: 7	J: -0.1

COc1ccc(S(=O)(=O)N2CCOCC2)cc1NC(=O)CCNC(=O)c1ccc(Cl)cc1
  A: 0	B: -0.8	C: -9	D: 0.3	E: 0	F: -7	G: -1	H: 0	I: 2	J: -0.1

O=C(NCCc1cccc(Cl)c1)c1ccc(Cl)c([N+](=O)[O-])c1
  A: 2	B: 0.7	C: -1	D: 0.1	E: 2	F: -8	G: -3	H: -13	I: 8	J: 1.6

O=C1Nc2ccccc2C(=O)N2[C@H](c3ccccc3)[C@@H]3C(=O)N(Cc4ccccc4)C(=O)[C@@H]3[C@H]12
  A: 0	B: -0.6	C: 15	D: -0.6	E: 0	F: -8	G: 4	H: -2	I: 13	J: 0.2

Cc1ccccc1Nc1nc(N)nc(CN(C)c2ccccc2)n1
  A: 0	B: -0.9	C: -2	D: -0.9	E: 2	F: -5	G: -10	H: 2	I: -8	J: -0.9

COC(=O)c1c(C)oc(C)c1S(=O)(=O)NC(c1ccccc1)c1ccccc1
  A: -5	B: 4.2	C: -5	D: -1.2	E: 2	F: -22	G: -1	H: 7	I: -8	J: -0.6

CCOC(=O)c1ccc(OCc2c(C)noc2C)cc1
  A: 1	B: 0.6	C: -2	D: -1.0	E: 1	F: -6	G: 1	H: -2	I: -4	J: 0.5

COc1ccccc1-c1nnc2sc(-c3cc4ccccc4o3)nn12
  A: 2	B: -0.4	C: 1	D: 0.0	E: 2	F: 0	G: 0	H: -14	I: -3	J: 0.1

COc1ccc(N2CCN(C(=O)Cc3ccc(Br)cc3)CC2)cc1
  A: -9	B: -0.9	C: -7	D: -0.1	E: -4	F: 1	G: 2	H: -5	I: -2	J: -0.7

CCOc1cc(C#N)c(NC(=O)Cn2nnc3ccccc32)cc1OCC
  A: 1	B: 0.4	C: 16	D: 0.3	E: -10	F: 0	G: 1	H: -1	I: -7	J: -0.6

CCO[C@H]1OC(C(=O)N2CCN(Cc3ccc4c(c3)OCO4)CC2)=C[C@@H](c2cn(C(C)=O)c3ccccc23)[C@@H]1CCCO
  A: -1	B: 0.8	C: 1	D: -0.7	E: 2	F: -3	G: -6	H: 5	I: 6	J: -0.3

O=C(O)C1C2CCC(O2)C1C(=O)Nc1ccccc1Br (stereo not drawn)
  A: -12	B: 0.2	C: 2	D: 0.5	E: -3	F: -4	G: 0	H: 2	I: -3	J: -0.1

CC1CCCCC1NC(=O)C1CC(=O)N(Cc2ccccc2)C1 (stereo not drawn)
  A: -2	B: -8.3	C: -3	D: 0.5	E: 1	F: -10	G: -1	H: -24	I: 0	J: -0.2

CSCCCN1CCCC(CO)(Cc2ccc(F)cc2)C1 (stereo not drawn)
  A: -5	B: -1.3	C: 18	D: -1.0	E: -1	F: 6	G: 3	H: 1	I: 3	J: -0.5

NC(=O)COc1cc2oc(=O)c3c(c2cc1Cl)CCCC3
  A: -2	B: -3.5	C: -2	D: 1.2	E: -1	F: -8	G: 3	H: -5	I: -21	J: 0.2

CCOC(=O)N1CCN(C(=O)CSc2nnc(-c3cccc(OC)c3)o2)CC1
  A: -4	B: -0.6	C: -6	D: 0.6	E: 0	F: -12	G: -4	H: 0	I: -2	J: -1.0

CC(C)(C)NC(=O)NC(=O)CSc1cccc(C(F)(F)F)c1
  A: 0	B: 1.2	C: -2	D: 1.8	E: -2	F: -10	G: 2	H: 1	I: 0	J: -0.2

CC(=O)C1=C(O)C(=O)N(c2ccc(Br)cc2)C1c1ccc(Cl)cc1 (stereo not drawn)
  A: -4	B: 1.1	C: 2	D: 1.5	E: 6	F: -11	G: -1	H: -7	I: -16	J: 0.3

O=C(CCC(=O)N1CCOc2ccc(Cl)cc21)NCCCN1CCOCC1
  A: 0	B: -0.3	C: 0	D: -0.4	E: 0	F: -5	G: 5	H: 0	I: 1	J: 0.0

C[C@H](CO)N1C[C@H](C)[C@@H](CN(C)S(=O)(=O)c2ccccc2C#N)OCc2cnnn2CCCC1=O
  A: -2	B: -2.8	C: -1	D: -0.8	E: -1	F: nt	G: -1	H: 20	I: 6	J: 0.3

Cc1ccc(-c2nc(CSCC(=O)NC3CCN(Cc4ccccc4)CC3)c(C)o2)cc1
  A: -1	B: -2.2	C: 0	D: 0.6	E: 2	F: -1	G: -4	H: -1	I: -8	J: 0.1

COc1cc(/C=C2/SC(=S)N(C)C2=O)ccc1OC(=O)c1ccco1
  A: -2	B: 0.6	C: -28	D: -0.2	E: 3	F: -15	G: -8	H: -20	I: -24	J: 1.8

Oc1nc(Nc2ccc(Cl)cc2Cl)sc1/C=C1\C=Nc2ccccc21
  A: -5	B: 2.4	C: -56	D: 0.1	E: 0	F: -1	G: -22	H: 19	I: -14	J: 0.0

# Compounds from the list above that have fluorine:
# Keys – A = MsrA act; B = LMPTP inh; C = NRP1-CendR mod; D = MsrA inh; E = STEP inh; F = Scp1 inh; G = DNMT1 block; H = SUMO1-SIM PPI; I = E coli Lon inh; J = TbMetRS inhib
CN(CC(=O)Nc1cccc(F)c1)C(=O)c1ccc(COc2ccccc2)o1
  A: -7	B: 0.5	C: 3	D: -0.1	E: 0	F: -6	G: -1	H: -2	I: 2	J: -0.6

NC(c1csc(Nc2nccc(C(F)(F)F)n2)n1)C1CCCCC1 (stereo not drawn)
  A: -2	B: -2.4	C: -2	D: -0.6	E: -1	F: nt	G: -1	H: -5	I: -6	J: -0.1

CCOCCn1c(SCc2ccc(F)cc2)nc2c1c(=O)[nH]c(=O)n2C
  A: 0	B: -2.5	C: 17	D: 1.2	E: 2	F: -5	G: 1	H: 0	I: -1	J: -0.6

O=C(CSc1nc(-c2ccccc2)cc(C(F)(F)F)n1)NCCN1CCOCC1
  A: -5	B: -2.7	C: 21	D: 1.3	E: -3	F: 1	G: 2	H: -1	I: 7	J: -1.0

O=C(NCc1ccc(F)cc1)C1CCN(S(=O)(=O)N2CCOCC2)CC1
  A: -4	B: -0.6	C: 12	D: -0.7	E: 0	F: -5	G: 0	H: 1	I: -4	J: -0.8

CSCCCN1CCCC(CO)(Cc2ccc(F)cc2)C1 (stereo not drawn)
  A: -5	B: -1.3	C: 18	D: -1.0	E: -1	F: 6	G: 3	H: 1	I: 3	J: -0.5

CC(C)(C)NC(=O)NC(=O)CSc1cccc(C(F)(F)F)c1
  A: 0	B: 1.2	C: -2	D: 1.8	E: -2	F: -10	G: 2	H: 1	I: 0	J: -0.2
